Bioassay records (PubChem)
Bcl-2 Bim block: human Bim-Bcl-2 interaction inhibition | P10415 | Bead-based flow cytometry, Bim peptide-Bcl-2 binding | inhibition, % at 10 µM | hit rate 0.06% among 190,000 | AID 950; in the data active = inhibition above about 40%;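 note: 0% = no compound wells with probe peptide and 100% = reference peptide inhibitor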
Target sequence (P10415 whole entry, looked up): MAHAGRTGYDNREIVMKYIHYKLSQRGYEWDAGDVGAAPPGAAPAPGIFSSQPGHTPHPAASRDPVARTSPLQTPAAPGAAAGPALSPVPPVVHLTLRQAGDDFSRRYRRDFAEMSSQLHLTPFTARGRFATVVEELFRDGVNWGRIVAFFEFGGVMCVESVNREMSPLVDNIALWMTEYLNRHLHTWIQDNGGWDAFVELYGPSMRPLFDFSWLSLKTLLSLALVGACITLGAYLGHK
Bcl-B Bim block: disrupts Bim peptide binding to human Bcl-B; bead-based flow cytometry; inhibition, % at 10 µM; hit rate 0.073% among 190,000;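 note: 0% = tracer peptide without compound and 100% = reference inhibitor peptide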
Rab7 wt modul: modulators of GTP binding to dog Rab7 wildtype GTPase | GST-Rab7 beads, fluorescent GTP binding, flow cytometry; actives lie on both sides; untreated = 100%, excess cold GTP = 0% | GTP binding activity (percent of control), % at 10 µM | hit rate 0.055% among 190,000 | AID 758;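 active = fluorescent GTP binding to Rab7 beads changed by at least 20 points from the 100% baseline, either direction, mostly lower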;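 note: median green fluorescence of bound Bodipy-FL-GTP per Rab7 bead population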
Rac1 wt GTP bind: alters GTP binding to wildtype human Rac1; GST-Rac1 beads, fluorescent GTP binding, flow cytometry; actives lie on both sides; 0 = cold GTP competed, 100 = untreated; GTP binding activity (% of control), % at 10 µM; P63000; AID 757; hit rate 0.27% among 190,000;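 active = GTP binding activity at least 20 points away from the 100% control level, either lower or higher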
Bfl-1 Bim block: inhibitors of Bim-Bfl-1 interaction, human; hit rate 0.12% among 190,000; Q16548; inhibition, % at 10 µM; Bead-based flow cytometry, Bim-Bfl-1 binding inhibition; AID 1008;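 note: 0% = wells without compound plus tracer and 100% = blocker peptide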
HRas wt GTP: human HRas wildtype GTP binding, change in either direction; P01112; GST-Ras wt beads, Bodipy-FL-GTP binding, flow cytometry; actives lie on both sides; hit rate 0.14% among 190,000; GTP binding activity, % at 10 µM;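 active = GTP binding activity at least 20% away from the 100% baseline, either lowered as inhibitor or raised as activator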;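 note: 0% = unlabeled GTP competition control and 100% = no-compound control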
Target sequence (P01112 whole entry, looked up): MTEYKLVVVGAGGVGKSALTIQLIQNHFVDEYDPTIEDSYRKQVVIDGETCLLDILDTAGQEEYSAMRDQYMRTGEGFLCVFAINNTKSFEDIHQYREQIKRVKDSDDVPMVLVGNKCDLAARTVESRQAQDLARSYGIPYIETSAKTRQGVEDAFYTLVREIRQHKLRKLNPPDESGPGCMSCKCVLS
Rab2A wt mod: changes GTP binding to wildtype dog Rab2A, up or down | P61105 | GST-Rab2 wt beads, Bodipy-GTP binding, flow cytometry | GTP binding activity, % at 10 µM | hit rate 0.19% among 190,000 | AID 760;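 active = GTP binding activity at least 20 points away from 100%, either lowered or raised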;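 note: 0% = beads with excess unlabeled GTP and 100% = no-compound control corrected for plate trend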
Bcl-XL Bim block: inhibitors of Bim-Bcl-XL interaction, human; Bim peptide-Bcl-XL binding, bead flow cytometry, fluorescence; inhibition, % at 10 µM; hit rate 0.04% among 190,000; AID 1007
Target sequence (Q07817 whole entry, looked up): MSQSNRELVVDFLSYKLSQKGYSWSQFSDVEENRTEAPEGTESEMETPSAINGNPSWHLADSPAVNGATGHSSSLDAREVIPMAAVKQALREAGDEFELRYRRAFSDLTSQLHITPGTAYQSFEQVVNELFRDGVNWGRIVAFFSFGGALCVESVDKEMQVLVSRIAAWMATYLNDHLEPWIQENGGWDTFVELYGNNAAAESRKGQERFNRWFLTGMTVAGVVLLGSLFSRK
Rac1 act GTP bind: human Rac1 activated mutant GTP binding change. GST-Rac1 activated beads, fluorescent GTP binding, flow cytometry; actives lie on both sides; 100% means binding = to untreated wells. AID 764. P63000. hit rate 0.11% among 190,000. percent activity (GTP binding), % at 10 µM;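 active = GTP binding at least 20 percentage points away from the 100% baseline, in either direction, so actives lie on both sides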
Bim-Bcl-W: inhibitors of Bim-Bcl-W interaction, human; Q92843; bead-based flow cytometry, Bim peptide-Bcl-W binding; inhibition, % at 10 µM; hit rate 0.02% among 190,000; AID 952;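 note: 0% = bound tracer without compound and 100% = peptide blocker; higher means less fluorescent Bim peptide bound to Bcl-W beads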
Target sequence (Q92843 whole entry, looked up): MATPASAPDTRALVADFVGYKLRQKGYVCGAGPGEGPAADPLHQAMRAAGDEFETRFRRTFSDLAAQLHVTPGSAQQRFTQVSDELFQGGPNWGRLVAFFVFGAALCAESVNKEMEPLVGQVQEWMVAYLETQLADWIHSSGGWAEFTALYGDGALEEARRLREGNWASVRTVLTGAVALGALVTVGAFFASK
Cdc42 wt GTP: human Cdc42 wildtype GTP binding change, either direction; AID 761; hit rate 0.2% among 190,000; GST-Cdc42 beads, Bodipy-GTP binding, flow cytometry; actives lie on both sides; percent activity (GTP binding), % at 10 µM;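 active = percent activity GTP binding at least 20 points away from the 100% baseline, either down as inhibitor or up as activator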;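 note: median bead fluorescence of bound Bodipy-FL-GTP at 100 nM; 0% = excess unlabeled GTP control and 100% = no compound control; below 100% means less GTP binding so inhibitor and above means activator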
* marks the source's active call; other numbers are inactive results. Cut-off read from the data, not from the text of the source, unless noted: active = inhibition above about 40%.

Bcl-2 Bim block	Bcl-B Bim block	Rab7 wt modul	Rac1 wt GTP bind	Bfl-1 Bim block	HRas wt GTP	Rab2A wt mod	Bcl-XL Bim block	Rac1 act GTP bind	Bim-Bcl-W	Cdc42 wt GTP	compound
-3	-7	102	104	-2	100	100	-7	95	-6	102	CCCN(CC(=O)Nc1ccc(Cl)cc1Cl)C(=O)/C=C/c1cc(OC)ccc1OC
2	3	99	97	0	97	95	1	94	1	95	O=c1c2c(nc3c(-c4ccccc4)c[nH]n13)CCC2
2	-5	95	101	0	96	96	-1	98	0	99	Cc1ccc(NC(=O)c2cccc(OC(F)F)c2)c(OC(F)F)c1
-9	-4	98	100	-15	100	96	-6	98	-4	100	CCOc1ccc(/C=N/OCC(=O)Nc2ccc(OCc3ccccc3)cc2)cc1OC
-3	-6	99	103	-2	101	95	0	99	-3	103	CCOC(=O)c1cn(CC)c2ccc(S(=O)(=O)N3CC(C)CC(C)C3)cc2c1=O (stereo not given)
-11	-12	102	100	-18	100	99	-5	96	-4	96	O=P(O)(CN1CCCCC1)CN1CCCCC1
-1	0	90	97	2	99	97	-1	96	1	101	Cc1ccc(N(CC(=O)Nc2ccc(F)c(Cl)c2)S(=O)(=O)c2c(C)noc2C)cc1
-7	-7	98	103	-10	100	100	-5	98	0	100	Cc1ccc(C(=O)OCc2ccc3c(c2)OCO3)cc1S(=O)(=O)N1CCCCC1
-6	-5	97	97	-4	99	95	-2	98	-2	101	COc1ccc(CCn2nnnc2C(C(C)C)N2CCN(c3ncccn3)CC2)cc1OC (stereo not given)
-4	-4	99	104	0	103	102	-5	100	-3	100	CC(NC(=O)OCc1ccccc1)C(=O)NCC(=O)NC(Cc1ccc(OC(C)(C)C)cc1)C(=O)OC(C)(C)C (stereo not given)
0	0	100	100	-4	101	100	-2	98	0	102	O=C(CCN1CCCCC1)NCC1OCCc2ccccc21 (stereo not given)
-6	-12	100	103	-7	102	101	-9	99	-6	104	COc1ccc(OC)c(-n2c(SC)nnc2-c2c[nH]c3ccccc23)c1
-7	-5	104	106	-9	102	103	-2	101	3	101	CCOC(=O)N1CCN(C(=O)C2CCN(Cc3nc(-c4ccccc4C)oc3C)CC2)CC1
0	2	100	98	0	100	101	0	95	1	96	COc1ccc(C(F)(F)F)cc1N/C=C\c1nnnn1-c1ccccc1
-2	-8	94	99	-1	100	99	-5	96	-3	101	CCc1ccc(Nc2nnc(SCC(=O)N(C)CC(=O)Nc3ccccc3CC)s2)cc1
0	-2	95	101	-4	95	93	0	95	-3	98	CCOC(=O)N1CCC(N(CCCOC)C(=O)Nc2cccc(OC)c2)CC1
2	-1	103	90	6	95	96	-5	96	-4	94	CN=c1scc(-c2ccccc2F)n1/N=C/c1ccc(O)c(O)c1O
-4	-6	100	103	-10	102	96	0	95	2	98	Cc1ccnc(NS(=O)(=O)c2ccc(NC(=O)C34CC5CC(C)(CC(C)(C5)C3)C4)cc2)n1
0	0	102	101	0	105	104	-3	100	0	103	CCN(CC)C(=O)c1n[nH]c(=O)c2ccccc12
-6	-6	96	100	-8	99	96	-3	99	4	99	CC(C)(C)C(=O)Nc1cc2nn(-c3ccccc3)nc2cc1Cl

11 entries from above in another layout:
Values in the order – Bcl-2 Bim block	Bcl-B Bim block	Rab7 wt modul	Rac1 wt GTP bind	Bfl-1 Bim block	HRas wt GTP	Rab2A wt mod	Bcl-XL Bim block	Rac1 act GTP bind	Bim-Bcl-W	Cdc42 wt GTP
COc1ccc(CCn2nnnc2C(C(C)C)N2CCN(c3ncccn3)CC2)cc1OC (stereo not given)
    -6	-5	97	97	-4	99	95	-2	98	-2	101
CC(NC(=O)OCc1ccccc1)C(=O)NCC(=O)NC(Cc1ccc(OC(C)(C)C)cc1)C(=O)OC(C)(C)C (stereo not given)
    -4	-4	99	104	0	103	102	-5	100	-3	100
O=C(CCN1CCCCC1)NCC1OCCc2ccccc21 (stereo not given)
    0	0	100	100	-4	101	100	-2	98	0	102
COc1ccc(OC)c(-n2c(SC)nnc2-c2c[nH]c3ccccc23)c1
    -6	-12	100	103	-7	102	101	-9	99	-6	104
CCOC(=O)N1CCN(C(=O)C2CCN(Cc3nc(-c4ccccc4C)oc3C)CC2)CC1
    -7	-5	104	106	-9	102	103	-2	101	3	101
COc1ccc(C(F)(F)F)cc1N/C=C\c1nnnn1-c1ccccc1
    0	2	100	98	0	100	101	0	95	1	96
CCc1ccc(Nc2nnc(SCC(=O)N(C)CC(=O)Nc3ccccc3CC)s2)cc1
    -2	-8	94	99	-1	100	99	-5	96	-3	101
CCOC(=O)N1CCC(N(CCCOC)C(=O)Nc2cccc(OC)c2)CC1
    0	-2	95	101	-4	95	93	0	95	-3	98
CN=c1scc(-c2ccccc2F)n1/N=C/c1ccc(O)c(O)c1O
    2	-1	103	90	6	95	96	-5	96	-4	94
Cc1ccnc(NS(=O)(=O)c2ccc(NC(=O)C34CC5CC(C)(CC(C)(C5)C3)C4)cc2)n1
    -4	-6	100	103	-10	102	96	0	95	2	98
CCN(CC)C(=O)c1n[nH]c(=O)c2ccccc12
    0	0	102	101	0	105	104	-3	100	0	103

Next section:
Bcl-2 Bim block	Bcl-B Bim block	Rab7 wt modul	Rac1 wt GTP bind	Bfl-1 Bim block	HRas wt GTP	Rab2A wt mod	Bcl-XL Bim block	Rac1 act GTP bind	Bim-Bcl-W	Cdc42 wt GTP	compound
-9	-5	101	104	-9	100	102	-1	98	0	103	Cc1cc(-c2nsc(=O)o2)c(S(C)(=O)=O)s1
-7	-3	87	91	-11	93	92	-4	92	-4	85	Cc1cc(C(=O)COC(=O)CC2Sc3ccccc3NC2=O)c(C)n1-c1cccc(C(F)(F)F)c1 (stereo not given)
-10	-10	101	105	-14	99	101	-5	100	0	104	O=C(CCN1CCN(c2ccccc2)CC1)Nc1ccc2c(c1)OCO2
-3	-8	96	92	-7	95	95	7	94	-8	96	CCCn1c(NCc2cccs2)nc2ccccc21
1	-5	99	103	0	101	98	0	99	-3	103	O=S1(=O)CCN(Cc2ccccc2Cl)CC1
2	-1	97	95	0	98	98	2	96	-1	97	CCOC(=O)N1CCN(C(=O)CNS(=O)(=O)c2cccs2)CC1
-5	-4	102	101	-7	96	98	-2	96	-2	100	CC(=O)c1ccccc1OCCOCCOCCOc1ccccc1C(C)=O
-8	-51	104	98	6	96	94	-12	95	-9	94	CC(C)(C)NC(=S)NNC(=O)c1ccc2ncccc2c1
-8	-8	102	103	-3	99	100	-8	99	-3	96	COc1cccc(CNC(=O)Cn2cc3c(n2)CCCC3)c1
-2	4	89	94	3	92	88	-2	95	0	88	CC(Sc1nc(-c2ccccc2)cc(C(F)(F)F)n1)C(=O)O (stereo not given)
-4	-2	102	104	-1	103	102	0	101	-3	105	CC1(C)Cc2c(ccc3ccccc23)C(=O)N1
-1	-5	98	98	-6	94	96	-4	95	-4	99	C=CCn1cccc(C(=O)Nc2cc(OC)cc(OC)c2)c1=O
-5	-5	106	99	-6	101	99	-6	97	-2	102	Nc1c(-c2ccccc2)cnc2cc(-c3ccccc3)nn12
-4	-2	97	98	-10	96	95	-3	94	-5	95	CC1=Nc2ccccc2N=C(NC(=O)c2ccccc2)C1c1ccccc1 (stereo not given)
-15	-15	102	109	-11	105	102	-10	101	0	104	COc1ccc(N(CC(=O)NC(C)(C)C)S(=O)(=O)c2ccccc2)cc1OC
0	0	95	94	0	94	94	-1	95	0	96	COC(=O)c1sccc1NC(=O)c1csc2c1CCCC2
-10	-9	103	106	-13	102	101	0	101	0	102	CCc1nnc(NC(=O)c2ccc(COc3ccccc3)o2)s1
-1	-3	100	97	-6	95	92	-6	95	-1	102	O=C(CSCc1ccccc1)Nc1ccc(F)cc1F
2	-1	102	97	0	97	96	0	96	-5	97	COc1cc(-n2c(-c3ccccc3)n[nH]c2=S)c(OC)cc1Cl
-3	-7	95	97	0	96	96	-1	96	-3	96	Cc1ccc(C(=O)CN(C(=O)c2ccc(Cl)c(Cl)c2)N2C(=O)C3CCCCC3C2=O)cc1 (stereo not given)
-3	-2	101	104	-5	101	97	-1	97	9	100	NC[C@@]12CCCC1C1CCC2C1 (stereo not given in full)
-9	-13	101	100	-11	97	97	-7	98	-5	98	Cc1cc(C(=O)COC(=O)Cc2n[nH]c(=O)c3ccccc23)c(C)n1-c1cccc(C(F)(F)F)c1
-15	-10	98	104	-23	99	100	-8	99	-3	106	COc1ccc(CNCC(O)COCc2cccs2)cc1 (stereo not given)
-13	-9	98	101	-17	98	97	-6	95	-1	98	C=CCn1c(N)c(C(=O)NCc2ccco2)sc1=S
0	-6	100	105	0	98	101	-5	100	-1	96	CCOC(=O)c1c(NC(=O)c2cc3n(n2)C(C(F)(F)F)CC(c2ccccc2)N3)sc(C)c1C (stereo not given)

Single records, as listed above.
`NC[C@@]12CCCC1C1CCC2C1` (stereo not given in full) reads Bcl-2 Bim block = -3; Bcl-B Bim block = -2; Rab7 wt modul = 101; Rac1 wt GTP bind = 104; Bfl-1 Bim block = -5; HRas wt GTP = 101; Rab2A wt mod = 97; Bcl-XL Bim block = -1; Rac1 act GTP bind = 97; Bim-Bcl-W = 9; Cdc42 wt GTP = 100
`CCOC(=O)c1c(NC(=O)c2cc3n(n2)C(C(F)(F)F)CC(c2ccccc2)N3)sc(C)c1C` (stereo not given) reads Bcl-2 Bim block = 0; Bcl-B Bim block = -6; Rab7 wt modul = 100; Rac1 wt GTP bind = 105; Bfl-1 Bim block = 0; HRas wt GTP = 98; Rab2A wt mod = 101; Bcl-XL Bim block = -5; Rac1 act GTP bind = 100; Bim-Bcl-W = -1; Cdc42 wt GTP = 96
